# mHTT-CaM PPI inh = disrupts binding of mutant huntingtin to calmodulin. P42858. AlphaScreen His-mHTT/GST-CaM binding, luminescence. inhibition, % at 15 µM. 190,000 compounds, 3.6% hits;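 note: 0% = both proteins with DMSO and 100% = one protein alone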
# Pf apPOL block = Pf-apPOL DNA polymerase inhibition; inhibition, % at 10 µM; AID 1794808; Recombinant Pf-apPOL, molecular beacon fluorescence, 1.5 h; 210,000 compounds, 0.25% hits
# The depositor's hits bear a star; nt = no result given; & = joins results of further samples. Cut-off read from the data, not from the text of the source: active = inhibition above about 50%; inactive = the rest.
SMILES,mHTT-CaM PPI inh,Pf apPOL block
Cc1ccc(C2CC(c3ccccc3O)=NC3(CCN(C(C)C)CC3)N2)cc1 (stereo unspecified),25,6
CCc1ccc(NC(=O)C2CCN(C(=O)c3cc(OC)cc(OC)c3)CC2)cc1,3,6
CN1CCN(Cc2c(O)ccc3c2OC(=Cc2cc(Br)cc4c2OCOC4)C3=O)CC1,26,10
CCN(CC)CCCNC(=O)C1CCN(c2nc3cccnc3s2)CC1,-2,0
O=c1oc2c(Br)c(O)c(Br)cc2s1,43,-6
CC(C)=NOC(=O)CCS(=O)(=O)c1nc(-c2cccs2)cc(C(F)(F)F)n1,2,0
Cc1ccccc1/C=C1\N=C(c2ccccc2F)OC1=O,-5,3
CC(=Nc1c(C)n(C)n(-c2ccccc2)c1=O)C1=C(O)c2ccccc2C1=O,1,0
Cc1ccc(/C=C2\SC(N3CCN(C)CC3)=NC2=O)cc1,6,-5
CC1CCCCC1NS(=O)(=O)c1cc(C(=O)Nc2ccc(Br)cc2)ccc1F (stereo unspecified),16,-3
CN(CCc1ccccc1)c1cc2c(c3c1ccn3C)C1CCC2C1 (stereo unspecified),75*,-4
O=C(Nc1ccccc1[N+](=O)[O-])c1c(F)cccc1F,3,-4
CCC1c2ccc(C)n2CCN1C(=O)Nc1cc(Cl)c(OC)cc1OC (stereo unspecified),19,-4
O=C(CN1CCC2(CC1)N=C(c1cccc(Cl)c1)C(=O)N2)Nc1ccc(F)cc1,18,9
c1ccc(Oc2ccc(CN3CCCCC3)o2)cc1,-2,-3
Cc1noc(-c2nn(C)c3c2CN(C(=O)CC2CCCCC2)CC3)n1,-5,-1
Cc1ccc(NS(=O)(=O)c2cc3c(s2)CCN(C(=O)C2CC2)C3)cc1F,5,-2
COC(=O)C1SCCN1S(=O)(=O)c1ccc(-c2cc(C(F)(F)F)on2)s1 (stereo unspecified),nt,2
COc1cccc(CNc2ncnc3c2nc2n3CCCCC2)c1,1,-9
c1ccc(OCCCCN2CCCC2)cc1,-2,-2
Cc1c(C(=O)N2CCN(C)CC2)oc2ccc(S(=O)(=O)N3CCOCC3)cc12,6,-7
CCOc1ccc(OCC)c(C2C(C#N)=C(N)Oc3[nH]c(=O)[nH]c(=O)c32)c1 (stereo unspecified),0,-2
OC(COc1ccc2c(c1)CCC2)CN1CCCC1 (stereo unspecified),-2,0
Cc1ccc(NC(=O)c2cc(S(=O)(=O)NCc3ccc(C(=O)O)cc3)ccc2F)cc1Cl,18,-1
CCNC(=O)c1cc2c(=O)n3ccccc3nc2n(CCCOCC)c1=N,7,0

# Retrieved one by one from the list above, 7 records:
SMILES,mHTT-CaM PPI inh,Pf apPOL block
Cc1ccc(/C=C2\SC(N3CCN(C)CC3)=NC2=O)cc1,6,-5
Cc1ccc(NC(=O)c2cc(S(=O)(=O)NCc3ccc(C(=O)O)cc3)ccc2F)cc1Cl,18,-1
Cc1ccc(C2CC(c3ccccc3O)=NC3(CCN(C(C)C)CC3)N2)cc1 (stereo unspecified),25,6
O=C(Nc1ccccc1[N+](=O)[O-])c1c(F)cccc1F,3,-4
Cc1c(C(=O)N2CCN(C)CC2)oc2ccc(S(=O)(=O)N3CCOCC3)cc12,6,-7
CN1CCN(Cc2c(O)ccc3c2OC(=Cc2cc(Br)cc4c2OCOC4)C3=O)CC1,26,10
c1ccc(Oc2ccc(CN3CCCCC3)o2)cc1,-2,-3

# The list continues:
SMILES,mHTT-CaM PPI inh,Pf apPOL block
COc1ccc(SCC(=O)Nc2ccc3sc(C)nc3c2)cc1,-5,-14
C=CCn1c(=O)c2c(ncn2C(C)c2ccccc2)n(-c2ccc(F)cc2)c1=O (stereo unspecified),9,8
O=C(Nc1ccc(F)cc1F)N1CCCC1c1nc(-c2ccc(F)cc2F)no1 (stereo unspecified),-2,0
CCCNS(=O)(=O)c1ccc(F)c(C(=O)Nc2ccc(Br)cc2)c1,1,-20
Cc1ccc(C(=O)N2CCc3sc(C(=O)NCc4ccc5c(c4)OCO5)cc3C2)cc1,12,-5
CCOCCCNC(=O)c1ccnc(N2CCNC(c3ccccc3)C2)c1 (stereo unspecified),14,1
COc1cc2c(cc1OC)C(c1ccccc1[N+](=O)[O-])NCC2 (stereo unspecified),-1,-5
CCc1nnc2ccc(NC(=O)Nc3ccc(C)cc3)cn12,1,4
CCCOc1ccc(/C=C/C(=O)NCCc2nc3ccccc3[nH]2)cc1OC,13,1
COc1ccc(C2NC(=O)c3c(sc4c3CCN(C)C4)N2)c(OC)c1 (stereo unspecified),7,-3
COc1ccccc1NC(=O)C1Cc2ccccc2CN1S(=O)(=O)c1cccs1 (stereo unspecified),-9,-4
CN=C(C)C(C(=O)OC)=C(O)c1cc(C)on1,nt,-10
Cc1nc(SCc2nnc(-c3ccc([N+](=O)[O-])cc3)o2)c(C#N)c(C)c1C,0,-4
Cc1c(N=Cc2cc([N+](=O)[O-])c(Cl)cc2Cl)c(=O)n(-c2ccccc2)n1C,0,-1
Cc1cccc(O)c1N=Cc1cc(Br)c(O)c(Br)c1O,19,-4
CCOc1ccccc1NC(=O)C1CN(C(=O)c2ccncc2)CC12CCCCC2 (stereo unspecified),33,0
COCCN(CCOC)Cc1cc(=O)oc2cc(C)cc(C)c12,-8,0
CCCCOc1ccccc1/C=C1/C(=O)N(c2ccccc2)N=C1C,18,1
C=CCOC(=O)COc1ccc2c(=O)c(-c3ccccc3OC)coc2c1,3,-7
CCOc1ccc(C(=O)Nc2ccc(S(=O)(=O)Nc3cc(OC)nc(OC)n3)cc2)cc1,1,-1
COc1ccc(CNC(=O)C2CCN(c3cc(C(=O)N4CCCC4)ccn3)CC2)cc1,3,2
Cc1ccc(N2NC(=O)/C(=C\c3ccc(-c4cccc([N+](=O)[O-])c4)o3)C2=O)cc1C,13,-4
COc1ccc(CN2COc3ccc4c(=O)c(-c5ccccc5)coc4c3C2)cc1,3,-6
Cn1cc(CC(=O)N2CCC3(CC2)OCCO3)c2ccccc21,-6,-2
CC(=O)Nc1cccnc1-c1ccc(C(=O)NCc2ccccc2)cc1,-3,2

# Reformatted: entries from further up.
SMILES | mHTT-CaM PPI inh | Pf apPOL block
COc1ccc(CNC(=O)C2CCN(c3cc(C(=O)N4CCCC4)ccn3)CC2)cc1 | 3 | 2
Cc1ccc(N2NC(=O)/C(=C\c3ccc(-c4cccc([N+](=O)[O-])c4)o3)C2=O)cc1C | 13 | -4
COc1ccc(CN2COc3ccc4c(=O)c(-c5ccccc5)coc4c3C2)cc1 | 3 | -6
Cn1cc(CC(=O)N2CCC3(CC2)OCCO3)c2ccccc21 | -6 | -2
CC(=O)Nc1cccnc1-c1ccc(C(=O)NCc2ccccc2)cc1 | -3 | 2

# Remaining list, next part
SMILES,mHTT-CaM PPI inh,Pf apPOL block
Cc1cc(C)n(S(=O)(=O)/C=C/c2ccccc2)n1,-5,-10
O=C(NC1CCN(C(=O)c2ccccc2)C1)c1ccccc1 (stereo unspecified),3,4
Cc1ccccc1-n1nc2c(c1NC(=O)c1ccc3c(c1)OCO3)CS(=O)C2 (stereo unspecified),-3,-6
O=C(O)COCC(F)(F)C(F)F,-2,-2
C[C@@H]1NS(=O)(=O)[C@H]2C[C@@H]3C=C[C@]2(O3)[C@H]1OC(=O)c1ccccc1Br,10,-8
Cc1ccc(N=Cc2nc(-c3ccccc3Br)oc2O)c(Br)c1,0,1
CCOc1cc(C(=O)Nc2c(C)n(C)n(-c3ccccc3)c2=O)cc(OCC)c1OCC,5,-1
CS(=O)(=O)N1CCc2ccc(C(=O)NC3CC3)cc21,-3,-2
COc1ccccc1/C=C1/SC(=Nc2cccc(C)c2)NC1=O,21,-3
O=C(c1cc2ccccc2o1)N1CCC(CNS(=O)(=O)C2CC2)CC1,-4,-14
Cc1cc(C)nc(NS(=O)(=O)c2ccc(NC(=O)C3CC(=O)N(c4ccccc4)C3)cc2)n1 (stereo unspecified),6,-4
Cc1cc(S(=O)(=O)Nc2cccc(C(=O)O)c2)c(C)c(S(=O)(=O)c2ccccc2)c1,2,-2
O=C(CN1CCC(c2nc(-c3cccc(F)c3)no2)CC1)NC1CCCCC1,-3,-8
O=C(NC1CC1)c1csc(N2CCN(c3ccccc3)CC2)n1,5,-2
CCS(=O)(=O)N1CCN(c2ccc([N+](=O)[O-])c(NC3CC3)c2)CC1,0,-8
Cn1c(=O)c([N+](=O)[O-])c(N2CCOCC2)c2ccccc21,-3,1
COc1ccc(C(=O)Nc2ccc(C(C)=O)cc2)cc1,2,-3
COc1cccc(Oc2c(C(F)(F)F)oc3c4c(ccc3c2=O)OCN(CC2CCCO2)C4)c1 (stereo unspecified),0,-10
COc1ccc(Cc2cnc(NC(=O)CCc3ccc(C)o3)s2)cc1,-2,-4
CC(C)(C)C(=O)ON=C(N)COc1ccc(C(C)(C)C)cc1,nt,-11
CCC(=O)NCc1csc(C2CCN(C(=O)COc3ccccc3)CC2)n1,-1,-4
CN(C)c1cccc(C(=O)N2CCC3(C2)C(=O)Nc2ccccc23)c1 (stereo unspecified),31,-3
CCC1CCc2[nH]c(=S)c(C#N)c(C(F)(F)F)c2C1 (stereo unspecified),30,nt
CCOc1ccc2cc(-c3csc(CC#N)n3)c(=O)oc2c1,-21,-2
O=C(CSc1nc2ccccc2[nH]1)N1CCN(c2ccccn2)CC1,-6,-5

# (list continues)
SMILES,mHTT-CaM PPI inh,Pf apPOL block
O=C(NCc1csc(C2CCN(C(=O)Cc3cccc(F)c3)CC2)n1)C1CC1,9,-2
Cc1nn(CCCC(=O)Nc2sc3c(c2C#N)CCC(C(C)(C)C)C3)c(C)c1[N+](=O)[O-] (stereo unspecified),-1,-7
O=C1CCN(Cc2ccccc2)S(=O)(=O)c2ccc(C(F)(F)F)cc21,-12,1
COc1ccc(CC(=O)NCC2(c3ccc(F)cc3)CCOCC2)cc1OC,-9,-3
O=C(NCCCc1ccccc1)C1CCc2sc(C(=O)N3CCOCC3)cc2C1 (stereo unspecified),1,-4
CN(C)CCCN1C(=O)C(O)=C(C(=O)c2ccco2)C1c1ccco1 (stereo unspecified),-2&-1,-9
COc1ccc(CNCCS(=O)(=O)NCc2ccc(OC)cc2)cc1,-2,-3
CN(C(=O)C1C2CC3OC(=O)C1C3C2)c1ccccc1Cl (stereo unspecified),0,-4
Cc1cccc(NC(=O)c2ccc(F)cc2)c1C(=O)O,0,-4
Cc1cc(NC(=O)CCS(=O)(=O)c2ccc(Cl)cc2)n[nH]1,-9,-1
COc1cc(C(=O)NCc2ccc(Cl)cc2)c([N+](=O)[O-])cc1OC,7,-10
O=C(NCc1ccc(N2CCCC2)cc1)C1CCc2sc(C(=O)N3CCCC3)cc2C1 (stereo unspecified),7,0
COc1ccc(OC)c(N2CCN(Cc3ccccc3F)C(C)C2=O)c1 (stereo unspecified),22,0
CC(C)(C)n1nc2c(c1NC(=O)c1cc(Cl)ccc1Cl)CSC2,0,-10
N#Cc1ccc(Oc2ncc(C(F)(F)F)cc2Cl)cc1,nt,-5
Nn1c(SCC(=O)c2ccc([N+](=O)[O-])cc2)nc2ccccc2c1=O,4,-2
Cc1nn(-c2nc3ccccc3s2)c2c1C(c1ccc(OC(C)C)cc1)CC(=O)N2 (stereo unspecified),-4,0
CCn1ccnc1C(O)c1ccc(N(C)C)cc1 (stereo unspecified),7,-7
Cc1ccc(C(=O)/C=C/c2ccc3c(c2)OCO3)o1,13,0
CCNC(=O)N1CCCC(c2cccc(C(=O)NCc3ccc(Cl)cc3)c2)C1 (stereo unspecified),47,-1
CCN(CC)C(=O)CSc1nc(O)cc(=O)n1-c1ccc(Cl)c(Cl)c1,18,-2
COc1ccc(/C=C2\SC(=O)N(CN3CCOCC3)C2=O)c(OC)c1,28,-1
COc1cc(OC)cc(C(=O)N2CCN=C2c2ccccc2)c1,-1,-3
CC(=O)OCC1OC(OC(C)(C)C)C(OC(C)=O)C(OC(C)=O)C1OC(C)=O (stereo unspecified),nt,-1
CC1C(=O)N(c2ccc(F)cc2F)CCN1C(=O)c1ccc(C(F)(F)F)cc1 (stereo unspecified),-10,0

# Additional records
SMILES,mHTT-CaM PPI inh,Pf apPOL block
Cc1cc(C(C)(C)C)cc(C)c1NS(C)(=O)=O,-1,1
CC(C)NC(=O)Cn1cnc2nc(N3CCCC(C(=O)NC4CC4)C3)sc2c1=O (stereo unspecified),-3,-4
CCOC(=O)c1cccc(NC(=O)N2CCOc3ccc(Cl)cc32)c1,-18,0
CCOc1ccccc1C1C(C#N)=C(N)Oc2c1oc(CO)cc2=O (stereo unspecified),-2,-2
O=C(CSc1oc(-c2cccs2)nc1S(=O)(=O)c1ccccc1)c1ccccc1,6,-5
Cc1ccc(OCCCCN2CCCCC2)cc1,2,1
O=C(O)c1c[nH]c2ccc(S(=O)(=O)Nc3ccc(Br)cc3)cc2c1=O,20,-4
CCS(=O)(=O)N1CCC2(CC1)OCCN2S(=O)(=O)c1cccs1,-14,-1
O=C(CCCc1ccccc1)Nc1ccc(Br)cc1F,-17,10
CN1CCN(S(=O)(=O)c2ccc(Br)s2)c2ccccc21,20,-2
COc1cccc(C(=O)NC2(C(F)(F)F)NC(=O)N(Cc3ccccc3)C2=O)c1 (stereo unspecified),-3,-2
O=S(=O)(NCCc1csc(-c2cccc(F)c2)n1)c1ccccc1Cl,-30,-8
Cc1ccc(C2c3sc(=O)[nH]c3SC3C(=O)NC(=O)C32)cc1 (stereo unspecified),0,3
Cc1ccccc1C(=O)N1CCCN(Cc2nc(-c3ccc(Cl)cc3)no2)CC1,23,-1
Cc1c(C2=N/C(=C/C(Cl)=C/c3ccccc3)C(=O)O2)cccc1[N+](=O)[O-],8,0
Cc1ccc(-c2nc3cc(NC(=O)c4ccco4)ccc3o2)c(C)c1,19,-3
Cc1cccc(-c2noc(C3CCCN3C(=O)COc3ccc(Cl)cc3C)n2)c1 (stereo unspecified),76*,-4
COc1ccc(/C=c2\sc3ncnn3c2=O)cc1OC,-4,-9
C=CCNC(=O)C1=Cc2cc(Cl)ccc2OC=C1,-10,-9
CCn1nnc2c(N3CCN(S(=O)(=O)c4cccc(Cl)c4)CC3)ncnc21,-14,-3
Cc1cc(C)cc(C(=O)N2CCC(c3nc(C(=O)N4CCOCC4)c(C)o3)CC2)c1,-3,-3

# Compound activity (PubChem BioAssay)

# Not a hit list. Share with any hit: about 3.5%.
